Source: PubChem BioAssay
hERG WT inh – qHTS for Inhibitors of KCHN2 3.1: Wildtype qHTS; 340,000 compounds, 0.37% hits; U2OS, BacMam KCNH2, thallium flux FluxOr; active compounds read low; activity change, % at 1.84 µM; Voltage-gated inwardly rectifying potassium channel KCNH2 (Homo sapiens), Q12809;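 active means maximum activity change below -70%; inconclusive means maximum activity change between -70% and -50%; inactive means maximum activity change above -50%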; further: on the % scale 0 is the no-effect control and ±100 the full control effect
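U2OS cells transduced with wild-type KCNH2 virus are loaded with FluxOr dye for 45 min, and thallium flux is measured in kinetic reads before and after stimulation buffer. Rate constants are normalized to DMSO controls.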
Integrin act MD – qHTS for Activators of Integrin-Mediated Alleviation for Muscular Dystrophy. AID 624291, 2012. alpha7betagal myoblasts, beta-gal FDG fluorescence, 48 h. Potency, µM (top dose mostly 38.3 µM), for the others: at the top dose activation, hits mostly activators. 350,000 compounds, 0.064% hits;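 further: potency means the concentration at half of the fitted maximal effect; 100% = response of the positive control SU9516; nearly all actives have a fitted effect of over 60% in size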
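Alpha7betagal+/- myoblasts (passage 13) were plated 16-24 hr, then exposed to compounds (1:260 dilution of DMSO stock) for 48 hours at 37C. After MPER lysis, β-galactosidase reporter activity was read as FDG fluorescence (ex 480/em 540) after 30 minutes.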
TRPV1 ag – HTS Assay for Compounds that Act as Agonists of the Vanilloid Receptor 1; TRPV1-expressing cells, Fluo-8 calcium influx, agonist mode; activation, % at 8.33 µM; 320,000 compounds, 0.19% hits; AID 540275, 2011; in the data active means activation above about 80%; inconclusive means between about 30% and that limit; further: 0% is about no effect
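TRPV1-expressing cells were cultured overnight at 35.5C and loaded with Fluo-8 calcium dye for 40 to 90 min at room temperature. After a 10 s baseline, compound was added and calcium influx was read kinetically for 3 min (ex 480/em 520 nm).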
KCNH2 3.1 block – qHTS for Inhibitors of KCHN2 3.1: Mutant qHTS | AID 720553, 2013 | U2OS KCNH2 3.1, thallium flux FluxOr; active compounds read low | Potassium voltage-gated channel subfamily H member 2, brain isoform KCNH2 3.1 (human) | 340,000 compounds, 0.95% hits | activity change, % (tested at about 1.8 µM);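 active means maximum activity change below -70%; inconclusive means maximum activity change from -70% to -50%; inactive means maximum activity change above -50%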;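 further: thallium influx rate constant from kinetic fluorescence after stimulation buffer; on the % scale 0 is the no-effect control and ±100 the full control effect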
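U2OS cells transduced with KCNH2 3.1 mutant virus (1.77 x 10^8 /mL, 4 h), plated overnight at 37 C, loaded 45 min with FluxOr dye plus Red40 quencher. Thallium flux rate constant from kinetic reads after stimulation buffer, normalised to controls.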
S-ASM inh – Inhibitors of Secretory Acid Sphingomyelinase (S-ASM): qHTS; 340,000 compounds, 0.006% hits; placental ASM, HMU-PC fluorogenic substrate, 60 min; Potency, µM (doses to about 57.5 µM), without a hit: at the top dose activity change, negative = inhibition, hits mostly inhibitors; further: potency means the concentration at half of the fitted maximal effect
Target sequence (P17405 47-631 limits assumed): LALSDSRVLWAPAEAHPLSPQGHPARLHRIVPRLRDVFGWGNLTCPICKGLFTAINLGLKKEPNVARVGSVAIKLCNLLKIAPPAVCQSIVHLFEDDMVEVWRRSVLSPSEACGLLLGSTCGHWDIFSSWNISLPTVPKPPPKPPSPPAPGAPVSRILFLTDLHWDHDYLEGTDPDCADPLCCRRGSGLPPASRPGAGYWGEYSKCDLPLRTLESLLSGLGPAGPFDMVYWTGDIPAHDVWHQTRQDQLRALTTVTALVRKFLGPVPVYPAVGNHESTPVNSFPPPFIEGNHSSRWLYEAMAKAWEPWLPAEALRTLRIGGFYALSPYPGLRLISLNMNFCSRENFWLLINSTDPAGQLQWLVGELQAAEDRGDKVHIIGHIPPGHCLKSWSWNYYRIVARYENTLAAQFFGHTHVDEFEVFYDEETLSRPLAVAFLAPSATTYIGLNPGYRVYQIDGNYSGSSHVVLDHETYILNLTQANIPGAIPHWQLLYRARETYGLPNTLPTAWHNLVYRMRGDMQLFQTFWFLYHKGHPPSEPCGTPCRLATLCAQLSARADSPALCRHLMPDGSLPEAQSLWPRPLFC
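Human placenta-derived ASM enzyme was preincubated with compound for 10 minutes at room temperature, then given fluorogenic substrate HMU-PC0 (9 uM final) for 60 minutes at 37 °C; a pH 10 stop preceded fluorescence reading at Ex 386/Em 447 nm.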
GALK inh – qHTS Assay for Inhibitors of Human Galactokinase (GALK); 270,000 compounds, 0.007% hits; Purified GALK, Kinase-Glo residual ATP luminescence; P51570; Potency, µM (highest dose often 57.5 µM), without a hit: at the top dose activity change, negative = inhibition, hits mostly inhibitors; further: potency means the concentration at half of the fitted maximal effect; on the % scale 0 is the no-effect control and ±100 the full control effect
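The enzyme phosphorylates galactose (100 uM) using ATP (35 uM); inhibition is detected as higher residual ATP, quantified by bioluminescence after 1 h reaction at room temperature, pH 8.0.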
Coupling enz – qHTS Assay for Inhibitors of Fructose-1,6-bisphosphate Aldolase from Giardia Lamblia: Coupling assay counterscreen; 290,000 compounds, 0.67% hits; coupling enzyme system counterscreen, AmpLite Red fluorescence; activity change, negative = inhibition, % at 58.2 µM, hits read low; AID 2472, 2010; in the data active means activity change below about -30%; further: on the % scale 0 is the no-effect control and ±100 the full control effect
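Coupling enzymes only (glyceraldehyde-3-phosphate) + compound, at 57.5 uM final, 10 min RT; add substrate/coupling/AmpLite Red mix, 20 min RT; fluorescence ex 525/em 598 nm. Actives flag coupling-system interference.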
MLL CXXC-DNA inh – qHTS Fluorescence Polarization Assay for Inhibitors of MLL CXXC domain - DNA interaction. 290,000 compounds, 0.037% hits. MLL-CXXC / FITC-HOXA9 DNA fluorescence polarization. AID 2662, 2010. Potency, µM (doses to about 115 µM), for inactives: at the highest dose activity change, negative = inhibition, usual class: inhibitors; active means well fitted inhibition curve with a large enough effect in the polarisation, with a control signal flat, not every such curve was filed as active; inconclusive means small, poorly fitted or top-dose-only effect, or effect the other way, or a change in a side signal; inactive means no such curve, though single readings can be large or run the other way; the % refers to the polarisation; further: potency means the concentration at half of the fitted maximal effect
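Fluorescence polarization: 7 uM MLL-CXXC (stock) preincubated 5 min with compounds, then 50 nM fluorescein-HOX-A9 DNA (stock) added; 30 min ambient. Buffer 50 mM Tris-HCl pH 7.5, 50 mM NaCl, 1 mM DTT, 0.05% BSA.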
AT treatment – qHTS Assay for Identifying a Potential Treatment of Ataxia-Telangiectasia | […] A-T fibroblasts, KAP-1 phosphorylation AlphaLISA; neocarzinostatin DNA damage 30 min before lysis | Potency, µM (top dose mostly 57.5 µM), for inactives: top-dose activation, actives largely listed as activators | 320,000 compounds, 0.19% hits | AID 485349, 2010; further: potency means the concentration at half of the fitted maximal effect; % of control where 0% means no effect; nearly all actives have a fitted effect of over 45% in size
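ATM-like activity read as KAP-1 phosphorylation via AlphaLISA donor/acceptor antibody pairs after lysis and 6 hr at 25C. Cells were ATM-null patient fibroblasts ([…], hTERT), dosed 60 min, then exposed to the DSB inducer NCS for 30 min.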
MBNL1-CUG inh – qHTS Assay for Inhibitors of MBNL1-poly(CUG) RNA binding. Muscleblind-like protein 1 (Homo sapiens), Q9NR56. TR-FRET MBNL1-His/biotin-(CUG)12 binding, 665/545 ratio. Potency, µM (top dose mostly 57.5 µM), inactives show top-dose activity change, negative = inhibition, most hits filed as inhibitors. 280,000 compounds, 0.036% hits. AID 2675, 2010; active means well fitted inhibition curve with a large enough effect in the signal ratio, with a control signal flat, not every such curve was filed as active; inconclusive means small, poorly fitted or top-dose-only effect, or effect the other way, or a change in a side signal; inactive means no such curve, though single readings can be large or run the other way; the % refers to the signal ratio; further: potency means the concentration at half of the fitted maximal effect; on the % scale 0 is the no-effect control and ±100 the full control effect
Target sequence (Q9NR56 whole entry, looked up): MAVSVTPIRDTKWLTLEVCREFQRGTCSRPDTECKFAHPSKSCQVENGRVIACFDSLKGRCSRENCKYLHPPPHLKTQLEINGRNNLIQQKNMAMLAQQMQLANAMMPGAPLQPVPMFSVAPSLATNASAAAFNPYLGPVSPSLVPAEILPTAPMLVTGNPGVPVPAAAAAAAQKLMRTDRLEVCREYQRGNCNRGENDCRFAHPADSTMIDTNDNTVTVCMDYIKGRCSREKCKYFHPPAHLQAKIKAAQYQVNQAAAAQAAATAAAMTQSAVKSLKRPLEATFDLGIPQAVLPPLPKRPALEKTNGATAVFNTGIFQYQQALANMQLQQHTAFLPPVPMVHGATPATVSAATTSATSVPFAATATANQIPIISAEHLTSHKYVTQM
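His-tagged MBNL1 binding to biotinylated (CUG)12 RNA was measured by TR-FRET using terbium anti-His antibody (0.055 ng/ul final) and streptavidin-XL665 (5 nM final). Compounds were titrated 92 nM to 58 uM; 60 min at room temperature.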
Active calls of the source: *; u = inconclusive; x = not tested or not shown; [ ] = dose if it differs, or a comment. Unless noted, the call rests on the fitted dose curve; in most records, active means well fitted curve in the direction sought with a large enough effect; inconclusive means small, poorly fitted or top-dose-only effect, or another doubt; inactive means no such curve, though single readings can be large; an effect the other way counts as inactive or inconclusive.

1	COc1ccc(/C=C/C(=O)OCC(=O)N2CCN(S(=O)(=O)c3ccc(C)cc3C)CC2)cc1OC
2	C=CCn1c(SCC(=O)Nc2ccc(N3CCOCC3)cc2)nc2ccccc2c1=O
3	Cn1c(=O)c(=O)n(C)c2cc(S(=O)(=O)N3CCN(c4ccc(F)cc4)CC3)ccc21
4	Cc1onc(-c2c(F)cccc2Cl)c1C(=O)OCN1C(=O)c2ccccc2C1=O
5	Cc1ccc(NS(=O)(=O)c2cc(C(=O)NCc3ccccn3)ccc2Cl)cc1C
6	CN(C(=O)CSc1nnc(C(F)(F)F)n1N)C1CCS(=O)(=O)C1 (stereo not given)
7	O=C(NCc1ccncc1)c1cc(C(=O)C2CCCCC2)c[nH]1
8	O=C(CN1CCN(c2ccccc2)CC1)Nc1ccccc1Cl
Screen / compound no.,1,2,3,4,5,6,7,8
hERG WT inh,17,4,9,4,5,9,1,1
Integrin act MD,-9%,-33%,7%,7%,u,13%,-32%,13%
TRPV1 ag,x,u,-1,8,-1,-2,u,9
KCNH2 3.1 block,-9,-9,-48,1,-14,8,-5,3
S-ASM inh,-1%,0%,2%,-3%,-2%,3%,0%,1%
GALK inh,x,-2%,x,0%,-5%,0%,-2%,-1%
Coupling enz,x,x,2,-2,x,0,6,-1
MLL CXXC-DNA inh,x,1%,4%,-5%,1%,2%,8%,-12%
AT treatment,x,2%,1%,4%,7%,u,1%,6%
MBNL1-CUG inh,x,-5%,-20%,18%,-13%,-3%,3%,-3%

9	O=C(c1ccc([N+](=O)[O-])s1)N1CCc2ccccc21
10	O=S(=O)(Nc1cccc(-c2ccc3nncn3n2)c1)c1ccccc1F
11	CC1(C)CC(=O)c2ccc(O)cc2O1
12	COc1ccc([C@@H]2CC=C(C(=O)O)[C@H](c3ccc(F)cc3)N2S(=O)(=O)c2ccc(Cl)cc2)cc1
13	Cc1[nH]nc(Sc2ccccn2)c1[N+](=O)[O-]
14	CN(CC(=O)NC1CCCCCC1)S(=O)(=O)c1ccc(F)cc1
15	O=C(C1CCCCC1)N1CCCc2ccccc21
16	Cc1cccc(-c2nc(C#N)c(NCc3ccco3)o2)c1
Screen / compound no.,9,10,11,12,13,14,15,16
hERG WT inh,10,-12,-6,-2,0,-4,2,-9
Integrin act MD,38%,0%,3%,11%,12%,-16%,-15%,13%
TRPV1 ag,-1,2,-4,0,4,26,1,24
KCNH2 3.1 block,2,4,-14,-2,-4,x,9,1
S-ASM inh,-3%,6%,6%,-2%,5%,-1%,-2%,-1%
GALK inh,-1%,x,1%,x,x,-8%,1%,3%
Coupling enz,0,x,1,x,4,x,2,3
MLL CXXC-DNA inh,26%,x,8%,x,3%,-1%,-1%,0%
AT treatment,-10%,31%,0%,3%,2%,6%,5%,7%
MBNL1-CUG inh,u,x,-16%,x,-3%[11.5 µM],-3%,0%,x

17	CCCn1c(SCC(=O)NNC(=O)c2ccccc2)nnc1-c1cccnc1
18	Cc1ccc(Nc2nnc(SCC(=O)Nc3cc(C(=O)O)ccc3C)s2)c(C)c1
19	COC(=O)c1ccc2[nH]c(C)cc(=O)c2c1
20	COc1ccccc1N(CC(=O)Nc1c(C)n(C)n(-c2ccccc2)c1=O)S(=O)(=O)c1ccccc1
21	Cc1cc(C)nc(/N=C(\N)Nc2ccc(C(C)C)cc2)n1
22	COC(=O)c1ccccc1NC(=O)[C@@H]1CCC(=O)N1C1OC(=O)c2c1ccc(OC)c2OC (stereo not given in full)
23	COc1ccc(-c2nn(CCC#N)cc2C(=O)Nc2cccc(C(=O)O)c2)cc1OC
24	COCCOC(=O)C1=C(C)NC2=C(C(=O)CCC2)C1c1ccc(N(C)C)cc1 (stereo not given)
Screen / compound no.,17,18,19,20,21,22,23,24
hERG WT inh,-4,9,-8,0,7,0,-9,-5
Integrin act MD,-3%,7%,-7%,6%,-82%[inhibitor],-17%,-3%,22%
TRPV1 ag,4,1,-1,x,6,-1,-2,x
KCNH2 3.1 block,1,7,7,1,-3,4,9,5
S-ASM inh,-1%,5%,9%,6%,-4%,-5%,1%,6%
GALK inh,2%,x,3%,x,-2%,x,-2%,2%
Coupling enz,7,-10,0,x,1,-2,3,0
MLL CXXC-DNA inh,-12%,-14%,6%,x,0%,4%,0%,-3%
AT treatment,-77%[inhibitor],-3%,-3%,x,3%,7%,8%,12%
MBNL1-CUG inh,-6%,u,4%,x,x,-14%,1%,3%

Fetched one by one from the list above:
8	O=C(CN1CCN(c2ccccc2)CC1)Nc1ccccc1Cl
23	COc1ccc(-c2nn(CCC#N)cc2C(=O)Nc2cccc(C(=O)O)c2)cc1OC
Screen / compound no.,8,23
hERG WT inh,1,-9
Integrin act MD,13%,-3%
TRPV1 ag,9,-2
KCNH2 3.1 block,3,9
S-ASM inh,1%,1%
GALK inh,-1%,-2%
Coupling enz,-1,3
MLL CXXC-DNA inh,-12%,0%
AT treatment,6%,8%
MBNL1-CUG inh,-3%,1%

Next part:
25	CC(C)(CO)NCC#Cc1ccccc1
26	Cc1ccc(C(C(=O)NC2CCCC2)N(C(=O)Cc2cccs2)c2ccc(C)c(C)c2)o1 (stereo not given)
27	O=C(c1cccs1)N1CCN(c2ncc(C(F)(F)F)cc2Cl)CC1
28	O=C(/C=C/c1ccc(Br)o1)NCCCN1CCOCC1
29	CC(=O)c1ccc(N2CCN(S(=O)(=O)c3ccccc3)CC2)c(F)c1
30	O=[N+]([O-])c1cnc(N2CCCCC2)c([N+](=O)[O-])c1
31	CC(=O)Nc1ccc(NC(=O)C(C)OC(=O)CSc2ccc(Br)cc2C)cc1 (stereo not given)
32	COc1cc2c(cc1NC(=O)c1cc(-c3ccncc3)nc3ccc(C)cc13)oc1ccccc12
Screen / compound no.,25,26,27,28,29,30,31,32
hERG WT inh,-2,-14,5,20,-9,-6,-3,-2
Integrin act MD,10%,16%,19%,18%,0%,-24%,10%,-13%
TRPV1 ag,-3,u,u,-2,0,-3,26,-1
KCNH2 3.1 block,-2,-46,-4,-34,1,18,4,-8
S-ASM inh,1%,-3%,-3%,0%,-7%,-3%,-8%,-5%
GALK inh,0%,0%,-2%,-4%,2%,x,-2%,3%
Coupling enz,-1,7,x,-7,5,3,x,1
MLL CXXC-DNA inh,2%,3%,5%,3%,0%,-1%,5%,12%
AT treatment,0%,-1%,5%,17%,0%[11.5 µM],-10%,10%,-4%
MBNL1-CUG inh,-2%,-13%,-4%,4%,2%,u,4%,-9%

The final 2 entries of the part before come first, to join the parts:
31	CC(=O)Nc1ccc(NC(=O)C(C)OC(=O)CSc2ccc(Br)cc2C)cc1 (stereo not given)
32	COc1cc2c(cc1NC(=O)c1cc(-c3ccncc3)nc3ccc(C)cc13)oc1ccccc12
33	Cc1nn(C(C)C(=O)NCCN2CCCC2)c(=O)c2c1sc1ccccc12 (stereo not given)
34	COc1cccc(NC(=O)CN2C(=O)CSc3nc(C)cc(C)c32)c1
35	COC(=O)c1ccc2c(c1)NC(=O)c1ccccc1S2
36	Cc1ccc(NC(=O)COC(=O)[C@@H]2CC(O)CN2S(=O)(=O)c2ccc3c(c2)OCCO3)cc1 (stereo not given in full)
Screen / compound no.,31,32,33,34,35,36
hERG WT inh,-3,-2,9,-4,-17,-19
Integrin act MD,10%,-13%,-14%,22%,u,2%
TRPV1 ag,26,-1,0,-2,5,x
KCNH2 3.1 block,4,-8,-5,-7,16,4
S-ASM inh,-8%,-5%,7%,8%,2%,-3%
GALK inh,-2%,3%,-1%,x,-2%,x
Coupling enz,x,1,x,-1,-1,x
MLL CXXC-DNA inh,5%,12%,5%,x,10%,x
AT treatment,10%,-4%,8%,-4%,-5%,-1%
MBNL1-CUG inh,4%,-9%,7%,6%,26%,x
